WRN helicase inh – WRN helicase (human) inhibition; Potency, µM (doses to about 114 µM), without a hit: at the highest dose activity change, negative = inhibition, actives largely listed as inhibitors; hit rate 0.46% among 360,000; WRN helicase unwinding, fluorescent forked duplex, kinetic; Q14191; AID 651768; further: potency means the concentration at half of the fitted maximal effect; on the % scale 0 is the no-effect control and ±100 the full control effect; nearly all actives have a fitted effect of over 55% in size
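Enzyme (20 nM final) and test compound sit together 15 min at room temperature before substrate addition. Substrate is a single-forked duplex oligonucleotide (100 nM) labelled with fluorophore and quencher, with 2 mM ATP; helicase unwinding raises red fluorescence, read kinetically.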
PLK1 PBD inh – inhibitors of human PLK1 polo-box domain binding; P53350; Plk1 PBD binding of FITC phosphopeptide, fluorescence polarization; Potency, µM, inactives show max response, negative = inhibition, most hits filed as inhibitors; hit rate 2.8% among 360,000; AID 720504; further: potency means the concentration at half of the fitted maximal effect; series mostly up to about 57 µM; on the % scale 0 is the no-effect control and ±100 the full control effect; nearly all actives have a fitted effect of over 65% in size
Target sequence (P53350 whole entry, looked up, the tested form may be a part): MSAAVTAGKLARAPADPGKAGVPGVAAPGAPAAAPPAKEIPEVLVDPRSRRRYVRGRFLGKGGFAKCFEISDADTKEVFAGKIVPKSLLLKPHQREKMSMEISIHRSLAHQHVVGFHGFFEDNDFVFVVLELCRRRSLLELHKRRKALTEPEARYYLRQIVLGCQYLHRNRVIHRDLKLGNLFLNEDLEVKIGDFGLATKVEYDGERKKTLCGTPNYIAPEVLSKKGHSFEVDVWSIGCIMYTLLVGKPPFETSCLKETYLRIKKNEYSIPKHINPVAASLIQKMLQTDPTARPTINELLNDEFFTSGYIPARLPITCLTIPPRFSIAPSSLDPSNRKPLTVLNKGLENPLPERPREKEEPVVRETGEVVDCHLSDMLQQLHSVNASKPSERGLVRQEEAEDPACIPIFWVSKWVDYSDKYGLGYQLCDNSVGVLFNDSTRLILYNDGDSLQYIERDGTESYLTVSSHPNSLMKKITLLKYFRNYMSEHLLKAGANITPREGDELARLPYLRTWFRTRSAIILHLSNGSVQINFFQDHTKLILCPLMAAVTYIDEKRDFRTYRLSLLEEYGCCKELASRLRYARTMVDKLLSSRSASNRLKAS
EPAC1 ag – activates human EPAC1 exchange factor; O95398; EPAC1 agonist qHTS, biochemical assay; response scale: 100% = response to 6.5 mM cAMP; Potency, µM (series often up to 154 µM), for the others: at the top dose activation, actives largely listed as activators; hit rate 0.073% among 360,000; AID 720707; further: potency means the concentration at half of the fitted maximal effect; nearly all actives have a fitted effect of over 60% in size
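Nucleotide exchange by EPAC1 (100 nM) on Rap1B–BODIPY-GDP (250 nM) in the presence of 50 uM GDP is tracked fluorescently at 480/540 nm over 30 min. Signals are normalized to a 6.5 mM cAMP control.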
PI5P4K alpha inh – blocks human PI5P4K alpha kinase activity; P48426; PI5P4Kalpha enzyme, ADP-Glo luminescence, 60 min; stronger effect = lower value; max response, %; hit rate 1.2% among 330,000; AID 652105; active means max response of -50% or lower; inconclusive means between -30% and -50%; inactive means -30% or higher; further: value at the top dose of about 77 µM; on the % scale 0 is the no-effect control and ±100 the full control effect
Target sequence (P48426 whole entry, looked up): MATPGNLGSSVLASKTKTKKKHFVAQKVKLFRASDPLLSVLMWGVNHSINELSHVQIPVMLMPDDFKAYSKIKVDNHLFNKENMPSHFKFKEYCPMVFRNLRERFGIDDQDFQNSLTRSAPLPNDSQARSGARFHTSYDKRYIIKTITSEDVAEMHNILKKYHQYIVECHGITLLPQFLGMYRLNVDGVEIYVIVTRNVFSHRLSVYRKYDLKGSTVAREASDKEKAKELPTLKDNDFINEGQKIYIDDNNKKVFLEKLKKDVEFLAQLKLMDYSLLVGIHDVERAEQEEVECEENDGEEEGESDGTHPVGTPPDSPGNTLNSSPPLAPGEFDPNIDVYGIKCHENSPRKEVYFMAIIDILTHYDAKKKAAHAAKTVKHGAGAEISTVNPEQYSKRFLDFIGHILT
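ADP-Glo luminescence end-point after a 60 min room-temperature kinase reaction. PI5P4Kalpha and substrate in HEPES pH 7.4 buffer with EGTA, 0.1% CHAPS and 5% DMSO; ATP at 5 microM final.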
EPAC1 antag – antagonists of human EPAC1. hit rate 0.14% among 360,000. EPAC1 GEF assay, Rap1b-BODIPY-GDP exchange fluorescence. Potency, µM (series often up to 115 µM), for inactives: at the highest dose activity change, negative = inhibition, hits mostly inhibitors;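 further: potency means the concentration at half of the fitted maximal effect; plate controls were vehicle for no effect and positive control for full effect; nearly all actives have a fitted effect of over 50% in size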
CCT chaperon mod – cytosolic chaperonin activity modulation | purified chaperonin ATPase assay, HTRF ADP detection, 30 min | activity change, % (no concentration beside the values), hits read low | hit rate 0.3% among 360,000 | AID 651819; in the data active means activity change below about -30%; further: on the % scale 0 is the no-effect control and ±100 the full control effect
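Enzyme 40 or 20 nM (batch-dependent) in Tris pH 7.4/KCl/MgCl2/DTT; cpd 76 uM single point; ATP 10 uM; 30 min 37 °C; Transcreener ADP HTRF detection, 30 min RT; ratio 665/615.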
MmCpn inh – inhibitors of Methanococcus maripaludis chaperonin (MmCpn) | purified Mm-Cpn ATPase, ADP Transcreener TR-FRET | Potency, µM (highest dose often 76.9 µM), inactives show top-dose activity, negative = inhibition, most hits filed as inhibitors | hit rate 0.031% among 330,000 | AID 504842; further: potency means the concentration at half of the fitted maximal effect; on the % scale 0 is the no-effect control and ±100 the full control effect; nearly all actives have a fitted effect of over 80% in size
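25 nM Mm-CPN + cpd, 10 min 37°C; + 10 uM ATP, 30 min 37°C; buffer 30 mM Tris pH 7.4, 100 mM KCl, 5 mM MgCl2, 1 mM DTT; Transcreener ADP HTRF detection 30 min RT.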
EPAC2 antagonist – EPAC2 (human) antagonism. Q8WZA2. EPAC2 GEF exchange of Rap1B-BODIPY-GDP, fluorescence. Potency, µM (series often up to 114 µM), for the others: at the highest dose activity, negative = inhibition, hits mostly inhibitors. hit rate 0.18% among 360,000; further: potency means the concentration at half of the fitted maximal effect; on the % scale 0 is the no-effect control and ±100 the full control effect; nearly all actives have a fitted effect of over 45% in size; many of its hits are not listed in these tables
Active calls of the source: *; ? = inconclusive; / = no result given; [ ] = another dose, or the depositor's remark. Unless noted, the call rests on the fitted dose curve; in most records, active means well fitted curve in the direction sought with a large enough effect; inconclusive means small, poorly fitted or top-dose-only effect, or another doubt; inactive means no such curve, though single readings can be large; an effect the other way counts as inactive or inconclusive. A portion of the library (hit frequency here may not be typical).

entry	SMILES	WRN helicase inh	PLK1 PBD inh	EPAC1 ag	PI5P4K alpha inh
1	O=C(NNS(=O)(=O)c1ccccc1)C1CCCCC1	14.2%	-6.3%	9.4%	1.8
2	O=C1c2ccccc2C(=O)c2[nH]cnc21	1.6%	-2.0%	4.1%	-10.9
3	N#CCC(=O)N/N=C/c1cn(Cc2cccc3ccccc23)c2ccccc12	2.0%	3.6%	-4.0%	-3.2
4	Cc1ccc(CN2Cc3cccc4c3[C@@H](CC2=O)[C@H](O)[C@H](O)C4)cc1	7.3%	-2.3%	-3.2%	0.7
5	O=C(NCc1ccc(Cl)cc1)C1=Cc2cc(Cl)ccc2OC1	-3.6%	-2.7%	15.3%	2.7
6	NC(=O)C1CCN(C(=O)CCNS(=O)(=O)c2cc(Br)cnc2N)CC1	1.8%	-6.3%	-8.7%	-11.2
7	COc1ccc2c(c1)C1(Nc3ccccc3C(=O)N1c1ccccc1)C(=O)N2 (stereo not given)	-0.8%	-0.5%	-6.1%	/
8	Cc1cc(C(=O)OCC(=O)NCCc2ccccc2)c(C)o1	-12.2%	-5.6%	0.9%	1.2
9	COC(=O)c1ccc(OC)c(CSc2nnc(COc3ccccc3)o2)c1	-9.0%	-0.6%	11.0%	/
10	Cc1cn(-c2ccccc2)c(C)c1/C=N\Nc1nc(N2CCOCC2)nc(N2CCOCC2)n1	6.5%	-7.0%	-13.1%	3.2
11	C=CCn1c(N2CCN(c3ccc(OC)cc3)CC2)nc2c1c(=O)n(C)c(=O)n2C	0.5%	8.1%	3.5%	-1.3
12	CCN(C(=O)CSc1nc2ccc(OC)cc2[nH]1)C1CCS(=O)(=O)C1 (stereo not given)	8.2%	-6.0%	-7.0%	-4.6

entry	EPAC1 antag	CCT chaperon mod	MmCpn inh	EPAC2 antagonist
1	11.6%	-0.2	0.8%	-10.6%
2	-9.7%	-0.8	-6.5%	-2.2%
3	-11.5%	-1.4	1.4%	4.1%
4	3.8%	-0.3	1.4%	-5.2%
5	0.9%	-1.0	-1.6%	20.7%
6	27.6%	-1.6	-0.4%	6.2%
7	3.0%	-1.0	2.4%	2.9%
8	-6.8%	-4.8	-1.5%	-1.6%
9	-3.9%	1.1	-4.7%	0.1%
10	-11.5%	0.7	-2.9%	-2.3%
11	8.3%	-3.4	-2.3%	6.3%
12	2.3%	-0.3	-0.4%	-3.3%

Next section:
entry	SMILES	WRN helicase inh	PLK1 PBD inh	EPAC1 ag	PI5P4K alpha inh
13	CC(C)(C)OC(=O)N1CCCC1C(=O)O (stereo not given)	-3.8%	-0.1%	-3.4%	/
14	CC(C)OCCCn1c(=N)c(C(N)=S)cc2c(=O)n3ccccc3nc21	1.0%	?	7.3%	/
15	CCCc1cc(=O)oc2cc(OC(C)C(=O)NCc3ccccn3)c(Cl)cc12 (stereo not given)	-3.4%	-19.7%	0.6%	16.3
16	Cc1ccc(S(=O)(=O)N2CCN(C(=O)CSc3ncc(C(F)(F)F)cc3Cl)CC2)cc1	-3.7%	1.5%	-20.3%	-0.1
17	CC(C)c1onc(C(=O)NCc2ccc(Cl)cc2)c1[N+](=O)[O-]	2.0%	-11.6%	1.3%	-1.4
18	O=S1(=O)CCOCCN1Cc1ccccc1	-1.7%	-2.7%	5.2%	-0.9
19	CN(C)CCCN(Cc1cc2cc3c(cc2[nH]c1=O)OCO3)C(=S)Nc1cccc(Cl)c1	22.4%	-17.3%	0.6%	5.2
20	Cc1ccc(S(=O)(=O)/N=C(\c2ccc(F)cc2)n2c(C)nc3ccccc32)cc1	-11.8%	-6.7%	6.1%	-1.9
21	CCOc1ccc(-c2nnc3ccc(SCC(=O)NCc4ccco4)nn23)cc1	-23.3%	-24.0%	3.1%	/
22	O=C(COC(=O)Cc1c[nH]c2ccccc12)Nc1cc(S(=O)(=O)N2CCOCC2)ccc1Cl	-7.4%	-9.8%	3.8%	13.4
23	COC(=O)c1cc(C(=O)NCc2ccc3c(c2)OCO3)cc([N+](=O)[O-])c1	0.0%	-13.3%	-10.6%	0.2
24	CC(=O)Nc1ccc(/C=N/N2C(=O)NC(C)(c3ccc(OC(F)F)cc3)C2=O)cc1 (stereo not given)	-7.8%	-1.9%	11.9%	-0.7

entry	EPAC1 antag	CCT chaperon mod	MmCpn inh	EPAC2 antagonist
13	7.7%	2.3	-0.9%	20.8%
14	-1.5%	-0.5	-2.1%	-0.2%
15	17.6%	0.4	-0.4%	3.4%
16	-3.2%	-0.4	0.1%	-18.2%
17	-4.8%	-1.1	-2.4%	-2.2%
18	-8.6%	-2.3	0.7%	8.3%
19	?	-2.6	-2.8%	12.7%
20	0.0%	-1.4	-0.4%	-7.5%
21	-0.9%	-1.4	-2.6%	1.5%
22	?	-2.7	0.7%	-13.6%
23	2.2%	-1.0	0.0%	7.7%
24	-3.2%	-12.2	1.0%	3.9%

Single records, as listed above. Values in the order: WRN helicase inh	PLK1 PBD inh	EPAC1 ag	PI5P4K alpha inh	EPAC1 antag	CCT chaperon mod	MmCpn inh	EPAC2 antagonist
O=C(COC(=O)Cc1c[nH]c2ccccc12)Nc1cc(S(=O)(=O)N2CCOCC2)ccc1Cl is listed as -7.4%	-9.8%	3.8%	13.4	?	-2.7	0.7%	-13.6%
CC(C)OCCCn1c(=N)c(C(N)=S)cc2c(=O)n3ccccc3nc21 is listed as 1.0%	?	7.3%	/	-1.5%	-0.5	-2.1%	-0.2%
Cc1ccc(S(=O)(=O)/N=C(\c2ccc(F)cc2)n2c(C)nc3ccccc32)cc1 is listed as -11.8%	-6.7%	6.1%	-1.9	0.0%	-1.4	-0.4%	-7.5%
CCOc1ccc(-c2nnc3ccc(SCC(=O)NCc4ccco4)nn23)cc1 is listed as -23.3%	-24.0%	3.1%	/	-0.9%	-1.4	-2.6%	1.5%

Carrying on:
entry	SMILES	WRN helicase inh	PLK1 PBD inh	EPAC1 ag	PI5P4K alpha inh
25	O=C(Nc1ccc(-c2nc3ccccc3o2)cc1)c1ccc2c(c1)OCO2	3.9%	-6.2%	-1.2%	/
26	Cc1csc(N2CCCC2c2nc3cc(Cl)c(N4CCCCC4)cc3n2CCCO)n1 (stereo not given)	7.1%	-3.6%	5.8%	2.6
27	CCOC(=O)C1CCCN(C(=O)c2ccc(OC)cc2)CC1 (stereo not given)	-5.5%	1.8%	-0.6%	-2.9
28	CC(Oc1ccc(Cl)cc1Cl)C(=O)NN=C1CCN(C)CC1 (stereo not given)	-16.4%	-3.9%	-5.6%	0.0
29	O=C1OCCC1N1C(=O)c2ccccc2S1(=O)=O (stereo not given)	0.1%	-2.3%	-2.9%	-3.7
30	Cc1ccccc1NC(=O)C1Cc2ccccc2CN1C(=O)OCc1ccccc1 (stereo not given)	-19.0%	-4.0%	-8.7%	1.5
31	CCOC(=O)C1(Cc2ccccc2C(F)(F)F)CCN(C(C)COC)CC1 (stereo not given)	1.4%	-12.6%	7.2%	6.0
32	O=C1C2C3C=CC(C3)C2C(=O)N1Cc1ccc(CN2C(=O)C3C4C=CC(C4)C3C2=O)cc1 (stereo not given)	-0.1%	-13.4%	8.6%	/
33	CC(=O)Nc1ccc(NC(=O)COc2ccc(-c3ccccc3)cc2)cc1	12.4%	-4.5%	1.0%	-2.6
34	COc1ccccc1NC(CC(=O)c1ccccc1)C(=O)OCC(=O)c1ccc(C)c(C)c1 (stereo not given)	2.0%	-14.2%	1.9%	0.1
35	CC(C)(C)CNC(=O)C1(C)CCN1C(=O)c1ccccc1CCc1ccccc1 (stereo not given)	-5.6%	8.3%	-16.0%	16.8
36	COc1ccc(N(CC(=O)NCCC2=CCCCC2)S(=O)(=O)c2ccccc2)cc1	-1.2%	?	-7.6%	12.8

entry	EPAC1 antag	CCT chaperon mod	MmCpn inh	EPAC2 antagonist
25	-11.7%	-0.2	/	0.0%
26	-4.4%	0.3	/	5.4%
27	-2.7%	-0.8	/	9.2%
28	6.3%	-2.9	-0.6%	8.6%
29	4.2%	0.6	-0.2%	14.0%
30	1.0%	3.6	-3.2%	6.3%
31	-28.9%	-0.9	-1.8%	-7.1%
32	5.1%	-2.5	?	2.5%
33	6.0%	-1.0	-0.5%	1.6%
34	9.6%	2.2	-7.8%	-1.8%
35	-22.9%	-0.5	/	-9.5%
36	16.3%	2.4	-2.4%	2.6%

The listing continues.
entry	SMILES	WRN helicase inh	PLK1 PBD inh	EPAC1 ag	PI5P4K alpha inh
37	Cc1cc(C)cc(N=c2c([N+](=O)[O-])nn(-c3cccc(Cl)c3)n2O)c1	6.3%	-1.2%	6.4%	/
38	COc1ccc(CC(=O)Nc2ccc(-c3cn4ccccc4n3)cc2)cc1	4.9%	-8.5%	-2.5%	0.6
39	CCc1ccc(-c2cc(C)no2)cc1S(=O)(=O)N1CCN(c2ccc(F)cc2)CC1	-13.4%	-5.6%	6.9%	4.2
40	NCCCCCC(=O)N/N=C/c1ccc2nccnc2c1	-1.1%	7.3%	1.3%	-2.1
41	O=C(CCCc1ccccc1)Nc1nncs1	-3.9%	-7.3%	0.0%	8.6
42	Cc1ccc(C(=O)N2CC(=O)Nc3ccc(F)cc3C2c2ccccc2)cc1[N+](=O)[O-] (stereo not given)	-16.2%	-10.0%	2.7%	1.2
43	C/C=N/N(c1ccccc1)c1ccccc1	5.3%	-12.4%	-10.4%	5.9
44	OCC[C@@H]1C[C@H](O)[C@@H](O)[C@@]2(Cc3ccccc3CO2)O1	8.4%	-10.2%	2.1%	-3.6
45	Cc1c(OCC(F)(F)F)ccnc1CSc1nc2ccccc2[nH]1	-9.7%	-6.7%	6.2%	2.3
46	Cc1cccc(NS(=O)(=O)c2ccc(C)c(C(=O)N(C)C3CCN(C)CC3)c2)c1	-2.7%	0.0%	5.3%	8.0
47	Cc1ccc(S(=O)(=O)N2CCC(C(=O)OC(C)C(=O)N(C)c3ccccc3)CC2)cc1C (stereo not given)	-4.2%	-1.5%	-9.8%	1.8
48	Cc1noc(NS(=O)(=O)c2ccc(N/C=C\C(=O)c3cccc4ccccc34)cc2)c1C	-31.1%[57.1 µM]	23.8µM*	-6.6%	?

entry	EPAC1 antag	CCT chaperon mod	MmCpn inh	EPAC2 antagonist
37	7.0%	-0.1	1.9%	-0.9%
38	-8.5%	-2.3	-0.7%	-1.2%
39	-0.8%	1.1	-2.2%	0.3%
40	-8.6%	-0.7	1.7%	-2.0%
41	8.4%	0.6	1.4%	0.0%
42	-8.7%	-3.0	0.2%	-2.2%
43	10.7%	-8.0	-0.9%	-27.4%
44	-23.6%	-0.1	1.0%	-1.5%
45	-0.1%	0.4	0.4%	1.7%
46	-9.9%	-2.2	1.2%	5.8%
47	-12.0%	-0.4	1.2%	-16.1%
48	?	-3.7	-2.0%	?
